Source: PubChem
LMPTP block: blocks human LMPTP phosphatase | P24666 | recombinant LMPTP-A, OMFP fluorogenic substrate, fluorescence intensity | inhibition, % at 20 µM | hit rate 0.22% among 360,000 | AID 651560;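 active = compounds that cut the enzyme signal by at least half of the control window in the single-dose screen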;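 also: plate controls were DMSO wells with enzyme plus substrate for no effect and substrate without enzyme for full effect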
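Buffer or medium: Bis-Tris pH 6.0, DTT, detergent; Assay system: LMPTP-A enzyme; Quantity: 0.625 nM enzyme; Detection: endpoint fluorescence intensity; Times: 50 min dark incubation at room temperature; Controls: substrate-only low control, DMSO enzyme-plus-substrate high control; Doses: single 20 µM dose; Read-out: percent inhibition versus substrate-only and uninhibited controls; Reagent: 400 µM OMFP.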
Tb MetRS inh: blocks T. brucei methionyl-tRNA synthetase activity | purified T. brucei MetRS, ATP depletion, Kinase-Glo luminescence | inhibition, % at 11.9 µM | hit rate 0.4% among 360,000 | AID 624268;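 active = inhibition above a per-plate cutoff of the control wells' mean inhibition plus 3 SD, cut at about 5.5% in these data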;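 also: 0% = DMSO wells median and 100% = median of wells with control inhibitor compound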
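Dosing: 11.9 µM single point; system: parasite MetRS enzyme; technique: luminescence of leftover ATP; times: 15 min enzyme-compound preincubation, 2 h reaction, 10 min detection, 25 °C; replicates: each compound tested once; read-out basis: percent inhibition relative to median high and low control wells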
STEP inh: STEP (human) phosphatase inhibition; recombinant STEP, OMFP fluorogenic substrate, fluorescence; hit rate 0.25% among 360,000; P54829; inhibition, % at 20 µM; AID 588621;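 active = inhibition at 20 µM, scaled per plate between control wells, above about 37%, limit read from the data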;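 also: 0% = DMSO with enzyme and substrate and 100% = substrate only without enzyme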
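Also added – OMFP at 25 µM · Test system – STEP tyrosine phosphatase · Technique – FITC-channel fluorescence of OMFP product · Schedule – 20 min at room temperature, dark · Evaluation – control-normalized % inhibition with plate pattern correction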
Rpn11 inh: inhibitors of human proteasome Rpn11. O00487. human 26S proteasome, Ub4-pepOG fluorescence polarization; 20S core pre-blocked with epoxomicin. calls only at 20 µM. hit rate 0.59% among 360,000;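 active = inhibition at 20 µM, scaled to each plate's controls, above about 33%, limit read from the data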
PABP1 MLLE inh: blocks PAM2 peptide binding to the PABP1 MLLE domain; hit rate 0.36% among 360,000; AID 588489; inhibition, % at 20 µM; GST-MLLE / FITC-PAM2 fluorescence polarization; P11940; in the data active = inhibition above about 35%, passing the limit was not always enough;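 also: plate controls were DMSO wells with GST-MLLE for no effect and wells lacking GST-MLLE protein for full effect; some results filed as inactive read as strong as hits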
Target sequence (P11940 whole entry, looked up, the tested form may be a part): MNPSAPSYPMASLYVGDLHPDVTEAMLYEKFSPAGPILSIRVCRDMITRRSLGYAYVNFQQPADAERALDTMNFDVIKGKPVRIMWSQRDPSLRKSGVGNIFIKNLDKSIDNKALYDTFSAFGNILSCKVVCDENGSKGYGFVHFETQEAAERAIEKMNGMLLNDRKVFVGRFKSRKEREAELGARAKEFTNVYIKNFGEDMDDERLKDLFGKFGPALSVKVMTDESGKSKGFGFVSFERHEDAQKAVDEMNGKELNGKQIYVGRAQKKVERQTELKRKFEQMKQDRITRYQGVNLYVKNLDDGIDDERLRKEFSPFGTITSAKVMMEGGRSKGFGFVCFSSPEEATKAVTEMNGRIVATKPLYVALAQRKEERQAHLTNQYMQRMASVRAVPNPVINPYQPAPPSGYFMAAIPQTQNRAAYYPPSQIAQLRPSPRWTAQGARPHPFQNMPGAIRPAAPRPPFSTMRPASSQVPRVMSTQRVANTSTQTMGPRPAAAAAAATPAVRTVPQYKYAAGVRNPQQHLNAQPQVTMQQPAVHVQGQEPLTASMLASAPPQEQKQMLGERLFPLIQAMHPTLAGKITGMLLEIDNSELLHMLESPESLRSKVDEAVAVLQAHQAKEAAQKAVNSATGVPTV
DNMT1 block: blocks human DNA methyltransferase DNMT1 | P26358 | DNMT1 molecular beacon, Hinp1I cleavage, fluorescence | inhibition (reported as % activation of signal), % at 10 µM | hit rate 0.83% among 360,000 | AID 588458; in the data active = inhibition above about 50%
SUMO1-SIM PPI: modulators of human SUMO1-mediated protein-protein interactions; SUMO1 binding to a labelled peptide, TR-FRET, 1 h; AID 602429; hit rate 0.33% among 360,000; inhibition, % at 20 µM; P63165; in the data active = inhibition above about 37%
Target sequence (P63165 whole entry, looked up): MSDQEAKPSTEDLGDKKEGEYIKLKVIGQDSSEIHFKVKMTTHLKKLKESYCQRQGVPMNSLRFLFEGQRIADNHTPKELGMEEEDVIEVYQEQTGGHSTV
NadD inh: NadD (S. aureus) enzyme inhibition; purified NadD enzyme, colorimetric absorbance read-out; inhibition, % at 20 µM; hit rate 0.78% among 360,000; AID 602399; in the data active = inhibition above about 26%; also: some compounds past the cut are filed as inactive
Scp-1 inhibitor: inhibitors of human Scp-1 phosphatase; inhibition, % at 20 µM; hit rate 0.88% among 340,000; Recombinant Scp1, phosphopeptide, malachite green phosphate absorbance; AID 493091; Q9GZU7;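 active = inhibition above about 50% at 20 µM, limit read from the data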;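 also: plate controls were DMSO wells with enzyme for no effect and wells lacking enzyme for full effect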
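Material – SCP-1 phosphatase catalytic domain, residues 76-261 · Buffer or medium – Acidic Tris acetate buffer with magnesium and detergent · Also added – Phospho 17-mer peptide substrate · Compound – single 20 µM dose, 1% DMSO · Times – 45 min room-temperature reaction, 5 min colour, 30 min stabiliser · Technique – Phosphate-binding colour reagent, absorbance read at 630 nm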
CSN inh: blocks human CSN-mediated cullin deneddylation. hit rate 0.38% among 360,000. AID 651999. Purified CSN, SCF-Nedd8-OG deneddylation, fluorescence polarization. Q92905. inhibition, % at 12.5 µM;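 active = pattern-corrected inhibition above about 35%, with an unprinted fluorescence ratio check between 0.5 and 1.5, limit read from the data, passing the limit was not always enough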;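 also: 0% = enzyme with substrate and 100% = substrate without enzyme; some results filed as inactive read as strong as hits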
Target sequence (Q92905 whole entry, looked up, one chain of several): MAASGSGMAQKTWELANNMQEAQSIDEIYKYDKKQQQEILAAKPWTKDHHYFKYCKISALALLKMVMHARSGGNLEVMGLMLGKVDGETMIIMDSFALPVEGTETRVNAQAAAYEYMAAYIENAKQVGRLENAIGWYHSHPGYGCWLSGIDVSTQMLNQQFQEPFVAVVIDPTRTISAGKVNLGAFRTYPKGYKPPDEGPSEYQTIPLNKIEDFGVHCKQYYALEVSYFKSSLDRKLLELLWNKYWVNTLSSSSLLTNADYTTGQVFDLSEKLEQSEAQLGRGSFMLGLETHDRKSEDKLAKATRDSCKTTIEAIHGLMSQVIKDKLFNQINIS
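Material: purified human Csn5 enzyme expressed in HEK293T cells / Medium: Tris buffer pH 7.5, NaCl, DTT, Tween-20, trehalose, ovalbumin / Compound dosing: 12.5 µM single point / Schedule: 90 min incubation of compound, enzyme and substrate at room temperature / Signal: fluorescence polarization of the substrate / Control set: no-enzyme wells high, enzyme-with-substrate wells low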
* = called active by the depositor; i = inactive; · = no result given. Random draw from the library; overall some 3.6% were active at least once.

Second line of a record: LMPTP block, Tb MetRS inh, STEP inh, Rpn11 inh, PABP1 MLLE inh, DNMT1 block, SUMO1-SIM PPI, NadD inh, Scp-1 inhibitor, CSN inh
> O=C(CSc1nc2ncc(Cl)cc2[nH]1)NCC(=O)Nc1ccc(F)c(F)c1F
    -1.0, 0.9, -2, i, -25, 4, 6, -4, -15, -1
> Cn1cc([N+](=O)[O-])c(C(=O)NNC(=O)c2ccc([N+](=O)[O-])cc2Cl)n1
    0.3, -0.3, -2, i, -15, -4, -20, 4, -1, 6
> CCOC(=O)c1ccccc1NC(=O)Cn1cnc2c(oc3ccccc32)c1=O
    -2.0, 0.0, 1, i, 1, -2, 3, 1, 1, 4
> O=C(c1ccccc1)c1cccc2ccccc12
    1.8, -0.4, 1, i, 6, -2, -11, -4, -7, 2
> CCc1noc(C)c1C(=O)NCCc1ccc(F)cc1
    0.5, -0.3, -1, i, -5, 2, 2, 2, -6, 3
> COC(=O)Cn1c(O)c(N=NC(=O)CNC(=O)COc2cccc(C)c2)c2ccccc21
    0.8, 0.0, 2, i, -3, -3, -27, 9, -5, -3
> NC(=O)c1sc2nc3c(cc2c1N)CCCCCC3
    -2.5, 0.5, -3, i, 10, -2, -13, 7, 4, 6
> O=C(c1cccc(NS(=O)(=O)c2ccccc2)c1)N1CCN(c2ccccc2)CC1
    -0.5, 0.1, 0, i, 3, 0, 3, 0, -3, -7
> CC1Sc2ccc(S(=O)(=O)N3CCC(C(=O)NCc4ccc(Cl)cc4)CC3)cc2NC1=O (stereo not given)
    1.6, 0.4, 0, i, 6, -3, -5, 0, -6, 3
> CC(C)CC1NC(=O)c2cccnc2-n2c1nc1ccccc1c2=O (stereo not given)
    0.6, 0.9, 0, i, 0, 0, -4, 5, ·, 0

One compound at a time, from the list above.
Results for `CC(C)CC1NC(=O)c2cccnc2-n2c1nc1ccccc1c2=O` (stereo not given) = LMPTP block = 0.6; Tb MetRS inh = 0.9; STEP inh = 0; Rpn11 inh = i; PABP1 MLLE inh = 0; DNMT1 block = 0; SUMO1-SIM PPI = -4; NadD inh = 5; Scp-1 inhibitor = ·; CSN inh = 0
Results for `COC(=O)Cn1c(O)c(N=NC(=O)CNC(=O)COc2cccc(C)c2)c2ccccc21` = LMPTP block = 0.8; Tb MetRS inh = 0.0; STEP inh = 2; Rpn11 inh = i; PABP1 MLLE inh = -3; DNMT1 block = -3; SUMO1-SIM PPI = -27; NadD inh = 9; Scp-1 inhibitor = -5; CSN inh = -3

Returning to the listing with the three entries that preceded the break.
Second line of a record: LMPTP block, Tb MetRS inh, STEP inh, Rpn11 inh, PABP1 MLLE inh, DNMT1 block, SUMO1-SIM PPI, NadD inh, Scp-1 inhibitor, CSN inh
> O=C(c1cccc(NS(=O)(=O)c2ccccc2)c1)N1CCN(c2ccccc2)CC1
    -0.5, 0.1, 0, i, 3, 0, 3, 0, -3, -7
> CC1Sc2ccc(S(=O)(=O)N3CCC(C(=O)NCc4ccc(Cl)cc4)CC3)cc2NC1=O (stereo not given)
    1.6, 0.4, 0, i, 6, -3, -5, 0, -6, 3
> CC(C)CC1NC(=O)c2cccnc2-n2c1nc1ccccc1c2=O (stereo not given)
    0.6, 0.9, 0, i, 0, 0, -4, 5, ·, 0
> CCN1CCc2nc(NC(=O)c3cc(F)c(F)cc3Cl)sc2C1
    -1.0, -0.6, -2, i, -38, -5, -9, -4, -1, 15
> N#Cc1cccc(C(Br)S(=O)(=O)c2ccccc2)c1 (stereo not given)
    -0.1, 0.3, 3, i, 1, 1, 1, 1, ·, -3
> O=C(CCc1nnc2n(Cc3ccc(F)cc3)c(=O)c3ccccc3n12)NCCN1CCOCC1
    -1.0, 1.8, 2, i, 2, -1, 10, 0, 11, -1
> CN(C)CCCNC(=O)C(=O)Nc1cc2c3c(c1)CCC(=O)N3CCC2
    -0.1, -0.1, 4, i, -10, 1, 7, -6, -2, -3
> Cc1cc(/C=N\NC(=O)CC(=O)NC2CCCCC2)c(C)n1-c1ccc(Cl)cc1
    0.6, -0.5, 0, i, -12, -4, -2, 0, -5, -2
> Cc1cc(C)n(-c2cc(N3CCN(S(=O)(=O)c4ccc(Cl)cc4)CC3)ccc2[N+](=O)[O-])n1
    2.3, -0.1, 5, i, 7, -2, -8, 21, 6, 0
> COc1ccccc1NC(=O)c1nnn(Cc2ccccc2)c1NC(=O)C(F)(F)F
    0.2, 0.0, -1, i, 1, -4, 2, 5, -4, 0
> Cc1ccc(Cl)cc1N1CCN(C(=O)COc2ccc3c(c2)CCC3)CC1
    7.3, -0.1, 4, i, -42, -2, -1, 2, -4, 5
> O=C(Nc1ccc(F)c(Cl)c1)Nn1cnnc1
    -0.4, -0.3, -1, i, -3, 4, -4, 0, ·, 0
> CCOc1ccc(N(CC(=O)N2CCCC2)S(=O)(=O)c2ccc(Cl)cc2)cc1
    0.2, 0.6, -1, i, 4, -3, 1, 7, 4, 7
> CN(C)/C=N/c1cnc(C(=O)c2ccc(Cl)cc2)n1C
    0.5, -0.7, -1, i, -4, 0, -18, -2, 1, 3
> CN(C)C(=O)c1ccc(-n2cnc3ccccc3c2=O)cc1
    -1.9, -0.6, -4, i, -5, -1, -2, 1, -12, 3
> NC(=O)COc1ccc2c3c(c(=O)oc2c1)CCCCC3
    0.1, 0.6, -1, i, -7, 0, -8, -11, -8, 0
> CC(c1nc2ccccc2n1Cc1ccccc1)N1CCCCC1 (stereo not given)
    -1.2, -0.9, 1, i, -10, 0, 2, -4, -5, -2
> CCC(C)c1ccc(NC(=O)c2[nH]c(C)c(C(C)=O)c2C)cc1 (stereo not given)
    7.3, -0.3, 2, i, -6, 2, -13, -4, -12, 2
> Cc1c(C2CC(=O)N(c3ccccc3)C2=O)[nH]n(-c2ccccc2)c1=O (stereo not given)
    0.9, 0.2, 1, i, 4, -4, 6, 8, -6, 2
> CS(=O)(=O)N1CCCC(C(=O)N2CCN(c3cccc(Cl)c3)CC2)C1 (stereo not given)
    0.0, -0.7, 1, i, -10, -4, 1, -2, -5, -16
> Cn1cnc([N+](=O)[O-])c1Sc1ncccc1N
    -2.0, 0.4, -2, i, 24, -2, -11, 1, 0, -12
> S=C1NCCOCCOCCOCCOCCNC(=S)N2CCOCCOCCN1CCOCC2
    -1.2, -0.1, -1, i, -92, 1, -3, -4, -11, -3
> CCN1CCN(C(=O)CCc2nnc(CCc3c[nH]c4ccccc34)o2)[C@@H](C)C1=O
    -2.2, 0.4, 4, i, -1, 1, -1, -1, -3, 1
> COc1ccc(CN2C(=O)c3cccc4cccc(c34)C2c2nc3ccccc3[nH]2)cc1 (stereo not given)
    1.2, -1.2, ·, ·, ·, ·, -18, 26, ·, 0
> O=C(/C=C/c1cccc(Cl)c1)NCCCN1CCOCC1
    -0.5, -0.2, -3, i, 9, 2, -6, -5, -8, -3
> CCOC(=O)COc1ccc2c(=O)c(-c3ccccc3)coc2c1
    -1.1, -0.6, 2, i, -8, -4, 0, -9, -10, -6
> C=CCn1c(O)c(C(CC)=NCc2cccnc2)c(=O)[nH]c1=O
    -2.8, -1.5, -2, i, -4, 0, 2, -2, -2, -7
> COC(=O)CN=C1OC(=O)N2C(=O)C3=C4[C@@H](C[C@H]5C(=O)N(c6ccccc6)C(=O)[C@H]5[C@H]4[C@@]12Cc1ccccc1)[C@H]1C(=O)N(c2ccccc2)C(=O)[C@H]1[C@H]3C
    -2.2, 0.4, -2, i, -6, -8, -8, 4, -2, 103
> Cc1ccc2c(c1)c(CC(=O)Nc1ccc(F)cc1)c(C(=O)O)n2C
    0.3, -0.1, 1, i, -5, 2, 3, -1, 2, 2
> Nc1nc(SCC(=O)NC2CCCc3ccccc32)n[nH]1 (stereo not given)
    -1.1, -0.4, -1, i, 1, 1, -1, -2, -7, 2
> O=C(c1ccc(COc2ccccc2[N+](=O)[O-])o1)N1CCCCCC1
    0.6, -1.6, -4, i, 20, -2, -10, 1, 0, 3
> CC(=O)Nc1ccc(-c2ccnc3c2CC(C)(C(=O)NCCC(F)(F)F)O3)cc1 (stereo not given)
    -1.4, -0.4, -1, i, -9, 1, -3, 1, ·, -1
> Cn1nc(C(F)(F)F)c(C(=O)Nc2cccc(Cl)c2)c1Cl
    -2.2, -0.3, -2, i, 0, -3, 0, 9, -13, -4
> Cc1nnc(NC(=O)c2ccccc2-c2ccccc2C(=O)O)s1
    -1.2, -0.2, 1, i, 2, 0, 3, 0, -16, 2
> CCc1nn2c(=O)c(S(=O)(=O)Nc3ccc(Cl)cc3)c(C)nc2s1
    0.6, 0.3, 1, i, 3, 4, 7, 2, -7, 1
> CCCCCN(C(=O)CCC(=O)OCC(=O)NC1CCC(C)CC1)c1c(N)n(CCCC)c(=O)[nH]c1=O (stereo not given)
    0.7, -0.4, -1, i, -13, -1, -5, 1, 3, 4
> CN1CCC(N(C)C(=O)/C(C#N)=C/c2ccccc2)CC1
    -8.8, -1.2, 2, i, 17, 2, 3, -2, -5, -1
> CC1=NS(=O)(=O)c2cc(Cl)ccc2N1
    1.3, 0.3, -1, i, 1, 1, -3, -1, 27, -2
> CCNc1nc(NC(C)C)nc(Oc2ccc(=O)n(C)n2)n1
    -1.6, 0.1, 1, i, -9, 0, -2, -4, -7, -1
> O=c1cc(NCc2ccco2)c2ccccc2o1
    2.8, -0.9, -1, i, 9, 3, 4, 5, -2, -1
> CCOC(=O)[C@]12CCCC=C1N(Cc1ccc3c(c1)OCO3)C(=O)[C@H](CC(=O)N1CCSCC1)C2
    0.1, 1.6, ·, ·, ·, ·, 8, 5, ·, -1
> COc1ccc(NC(=O)N2CCCCCC2)cc1OC
    -1.2, -0.1, -1, i, 3, -1, 3, 2, -2, 1
> CCOC(=O)C1CCN(CC(=O)Nc2cc(S(=O)(=O)N3CCCCC3)ccc2Cl)CC1
    -0.1, -0.4, 1, i, 9, 0, 1, -2, 2, 5
> O=C(O)c1ccc2c(c1)SC1=NS(=O)(=O)CCN12
    -1.0, 0.4, 2, i, 26, 3, -3, -2, -4, 4
